Assay outcomes (PubChem BioAssay)
ALDH1A1 inh: qHTS Assay for Inhibitors of Aldehyde Dehydrogenase 1 (ALDH1A1). Aldehyde dehydrogenase 1A1 (Homo sapiens), P00352. Purified ALDH1A1, NADH fluorescence, propionaldehyde substrate. Potency, µM (titrated, usually from 75.3 µM), for inactives: at the top dose activity, negative = inhibition, hits mostly inhibitors. 220,000 tested, 7.3% active; active means well fitted inhibition curve with a large enough effect, not every such curve was filed as active; inconclusive means small, poorly fitted or top-dose-only effect, or another doubt; inactive means no such curve, though single readings can be large or run the other way;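 further: plate controls were no enzyme wells and a reference inhibitor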
Tau fibril ThT: qHTS for Inhibitors of Tau Fibril Formation, Thioflavin T Binding. Microtubule-associated protein tau (Homo sapiens), P10636. recombinant tau K18 P301L (four-repeat tau fragment), heparin-induced fibrillization, ThT fluorescence. Potency, µM (series often up to 57.4 µM), inactives show at the highest dose activity, negative = inhibition, most hits filed as inhibitors. 270,000 tested, 2.1% active. AID 1460, 2008; further: on the % scale 0 is the no-effect control and ±100 the full control effect; nearly all actives have a fitted effect of over 55% in size
Target sequence (P10636 561-689 P618L limits assumed): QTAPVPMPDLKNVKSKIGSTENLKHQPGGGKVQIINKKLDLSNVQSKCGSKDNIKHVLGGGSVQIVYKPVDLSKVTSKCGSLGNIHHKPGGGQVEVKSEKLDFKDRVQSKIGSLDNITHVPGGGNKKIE
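Aggregation was driven by heparin (20 uM final) acting on recombinant tau […] bearing P301L in 100 mM sodium acetate pH 7; fibrils were detected with Thioflavin T.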
L3MBTL1 block: qHTS Assay for the Inhibitors of L3MBTL1 | AID 485360, 2010 | 230,000 tested, 0.66% active | AlphaScreen L3MBTL1–H3K9me1 peptide binding | Lethal(3)malignant brain tumor-like protein 1 (Homo sapiens), Q9Y468 | Potency, µM (highest dose often 57.1 µM), for inactives: top-dose activity, negative = inhibition, hits mostly inhibitors; further: on the % scale 0 is the no-effect control and ±100 the full control effect; nearly all actives have a fitted effect of over 60% in size
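Read-out is AlphaScreen signal from streptavidin donor and nickel chelate acceptor beads (10 ug/mL final each) bridging L3MBTL1 (50 nM) and biotinylated K9-monomethylated H3(1-15) peptide (75 nM), after 30 min compound exposure at room temperature.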
KDM4E inh: qHTS Assay for Inhibitors of Human Jumonji Domain Containing 2E (JMJD2E); 230,000 tested, 1.6% active; Lysine-specific demethylase 4E (Homo sapiens), B2RXH2; AID 2147, 2009; Potency, µM (top dose mostly 57.1 µM), for inactives: at the top dose activity change, negative = inhibition, usual class: inhibitors; JMJD2E catalytic domain, FDH-coupled NADH fluorescence (FDH is formaldehyde dehydrogenase); active means well fitted inhibition curve with a large enough effect, not every such curve was filed as active; inconclusive means small, poorly fitted or top-dose-only effect, or another doubt; inactive means no such curve, though single readings can be large or run the other way;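 further: 0% = wells with enzyme and -100% = buffer wells without enzyme; nearly all actives have a fitted effect of over 50% in size; many of its hits are not listed in these tables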
RECQ1 helicase: qHTS Assay for Inhibitors of RecQ-Like Dna Helicase 1 (RECQ1); RECQ1 DNA unwinding, red fluorescence kinetic read; Potency, µM (series often up to 57.3 µM), for the others: top-dose activity, negative = inhibition, actives largely listed as inhibitors; 240,000 tested, 0.54% active; AID 2549, 2010;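 further: plate controls were vehicle for no effect and no enzyme for full effect; nearly all actives have a fitted effect of over 30% in size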
Target sequence (P46063 whole entry, looked up): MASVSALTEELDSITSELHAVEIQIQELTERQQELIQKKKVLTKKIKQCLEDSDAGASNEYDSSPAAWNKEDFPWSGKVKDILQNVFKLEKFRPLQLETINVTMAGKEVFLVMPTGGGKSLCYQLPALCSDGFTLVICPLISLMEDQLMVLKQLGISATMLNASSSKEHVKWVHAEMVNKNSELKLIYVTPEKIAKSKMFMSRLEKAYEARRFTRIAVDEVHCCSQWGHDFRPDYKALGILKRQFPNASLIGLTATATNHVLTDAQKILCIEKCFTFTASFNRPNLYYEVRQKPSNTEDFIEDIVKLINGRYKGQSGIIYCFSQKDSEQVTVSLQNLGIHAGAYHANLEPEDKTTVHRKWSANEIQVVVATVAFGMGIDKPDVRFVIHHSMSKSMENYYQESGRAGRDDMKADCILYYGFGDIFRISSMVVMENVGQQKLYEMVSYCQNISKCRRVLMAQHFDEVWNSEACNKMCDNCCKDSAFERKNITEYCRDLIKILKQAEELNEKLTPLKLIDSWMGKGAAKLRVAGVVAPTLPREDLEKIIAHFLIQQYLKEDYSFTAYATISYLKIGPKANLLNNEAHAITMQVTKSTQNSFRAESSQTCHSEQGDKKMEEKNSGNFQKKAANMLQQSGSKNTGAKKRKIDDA
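RECQ1T1 50 nM; forked duplex (20 bp + 30-nt ss tails) 200 nM, ATP 2 mM final; pH 8.0, 2 mM MgCl2, 2.5 ug/ml poly(dI-dC); 15 min compound preincubation; discontinuous kinetic read over 2 h at RT.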
KinaseGlo FLuc: Counterscreen for Luciferase (Kinase-Glo TM) Inhibition; Kinase-Glo luciferase, ATP luminescence, 8 min; Luciferin 4-monooxygenase (Photuris pensylvanica), Q27757; Potency, µM (highest dose often 38.3 µM), inactives show at the highest dose activity change, negative = inhibition, hits mostly inhibitors; 200,000 tested, 0.28% active; AID 1379, 2008; further: on the % scale 0 is the no-effect control and ±100 the full control effect; nearly all actives have a fitted effect of over 60% in size
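Substrate mix (final 50 mM imidazole pH 7.2, 50 mM KCl, 7 mM MgCl2, 10 uM ATP, 0.01% Tween 20, 0.05% BSA) plus pin-tool compound, then Kinase-Glo detection mix; 8 min ambient, luminescence read.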
SMN2 splice up: qHTS Assay for Enhancers of SMN2 Splice Variant Expression; HEK293 SMN2-luciferase splicing reporter, luminescence, 30-36 h; Potency, µM (series often up to 46.1 µM), inactives show top-dose activity change, positive = activation, actives largely listed as activators; 210,000 tested, 2.8% active; further: % of control where 0% means no effect; nearly all actives have a fitted effect of over 55% in size
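HEK293 cells carry an SMN2 minigene-luciferase reporter in which exon 7 inclusion puts luciferase in frame. Cells were seeded at 2000 cells/well, attached for 10-12 hours, then exposed to compounds for 30-36 hours at 37C before ONE-Glo luminescence.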
Lamin A splicing: qHTS Assay for Modulators of Lamin A Splicing. AID 1487, 2009. 200,000 tested, 0.01% active. Potency, µM (titrated, usually from 46.1 µM), for inactives: at the highest dose ratio change, negative = inhibition, most hits filed as inhibitors. HeLa LMNA splicing GFP/RFP minigene ratio, 48 h; active means well fitted inhibition curve with a large enough effect in the signal ratio, with a control signal flat, not every such curve was filed as active; inconclusive means small, poorly fitted or top-dose-only effect, or effect the other way, or a change in a side signal; the % refers to the signal ratio; further: on the % scale 0 is the no-effect control and ±100 the full control effect
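S3 HeLa stable clones carrying a lamin A-EGFP splicing minigene plus DsRed2 were seeded at 600 cells/well in Opti-MEM with 2% FBS, pin-dosed and incubated 48 h at 37°C. Acumen cytometry (488 nm) gave the GFP/RFP total-intensity ratio.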
* = called active by the depositor; i = inactive; ? = inconclusive; · = not tested or not shown; & = joins results of further samples; [ ] = dose if it differs, or a comment. Unless noted, the call rests on the fitted dose curve; in most records, active means well fitted curve in the direction sought with a large enough effect; inconclusive means small, poorly fitted or top-dose-only effect, or another doubt; inactive means no such curve, though single readings can be large; an effect the other way counts as inactive or inconclusive. Potency means the concentration at half of the fitted maximal effect. This is a subset. The share of hits here may be higher or lower than overall.

SMILES	ALDH1A1 inh	Tau fibril ThT	L3MBTL1 block	KDM4E inh	RECQ1 helicase	KinaseGlo FLuc	SMN2 splice up	Lamin A splicing
CC(=O)Nc1ccc(NC(=O)C(C)Oc2ccccc2F)cc1 (configuration not stated)	4%	-3%	0%	3%	i	0%	12%	-9%
Cc1cc(C)c(NC(=O)CSc2nc3ccc(NC(=O)CSc4nnnn4-c4ccccc4)cc3s2)c(C)c1	?	-9%	2%	-12%	-17%	2%	-21%	2%
O=C(O)c1ccc2c(c1)NC(=O)C(N1CCCC1)S2 (configuration not stated)	2%	-11%	?	0%	-13%	8%	-20%	-7%
CC(=O)Nc1nc(S(=O)(=O)c2ccc(C)cc2)c(Cl)s1	0%	-18%	·	-7%	-4%	17%	-41%[inhibitor]	-16%
COc1cccc(CNC(=O)C2CCCN(S(=O)(=O)c3cccc4nonc34)C2)c1 (configuration not stated)	3%	-4%	·	-3%	-9%	9%	-12%	8%
COc1ccc(OCc2nnc(SCC(=O)c3c(N)n(C)c(=O)n(C)c3=O)n2-c2ccccc2F)cc1	10%	4%	6%	8%	i	0%	-47%[inhibitor]	·
COCCNS(=O)(=O)c1ccc(C)c(C)c1C	?	-3%	5%[11.4 µM]	2%	i	-1%	12%	·
O=C(O)c1cc(NC(=S)NC(=O)C(c2ccccc2)c2ccccc2)ccc1Cl	?	13%	-3%	-1%	i	-3%	1%	·
CCOC(=O)c1[nH]c(C)c(C(=O)N2CCN(c3ccccc3OC)CC2)c1C	10%	-13%	·	1%	-13%	0%	-20%	·
CCCCCCOC(=O)C1(O)CC2OC1(C)n1c3ccccc3c3c4c(c5c6ccccc6n2c5c31)C(=O)NC4 (configuration not stated)	-3%	-6%	·	·	-6%[2.31 µM]	1%[39.9 µM]	-50%[inhibitor]	·
COc1ccc(-c2sc(NC(C)=O)nc2-c2ccccc2)cc1	?	-6%	-11%	-30%	i	3%	9%	-1%
Cn1cccc1C(=O)C(=O)Nc1cc(Cl)cc(Cl)c1	?	9%	-8%	3%	0%	11µM*	-4%	-5%
CCc1ccc(N2C(=O)C(Cl)=C(N3CCOCC3)C2=O)cc1	?	13%	8%	-1%	-5%	-2%	15%	6%
CC(=O)Nc1ccc(S(=O)(=O)NCC2CCC(C(=O)NCCCN3CCCC3=O)CC2)cc1 (configuration not stated)	12%	2%	0%	-3%	7%	0%	-2%	?
COc1ccc2nc(NC(=O)CSc3nc(C)cc(=O)[nH]3)sc2c1	?	?	·	-4%	-3%	-4%	·	-3%
Cc1cc(C)cc(OCC(=O)NNC(=O)c2cc3ccccc3o2)c1	6%	?	-3%	-16%	7%	1%	-14%	-8%
Cc1ccc(S(=O)(=O)N2CCCCC2)cc1NC(=O)COC(=O)Cc1cccc2ccccc12	?	-8%	-3%	2%	i	-1%	17%	12%
O=C(NCCc1ccncc1)Nc1ccc(Cl)cc1	-9%	-7%	7%	?	0%	1%	18%	5%
COc1ccc(C(=O)C2CCCN(Cc3nc4ccccc4nc3C)C2)cc1OC (configuration not stated)	-7%	?	-3%	-6%	-19%	·	·	·
CCc1nc(CN2CCN(Cc3ccc(F)c(F)c3)C(CCO)C2)c(C)[nH]1 (configuration not stated)	-6%	-2%	-1%	2%	-9%	-1%	·	12%[46 µM]
COCc1cc(C)nc(N2CCNCC2)c1C#N	?	-10%	·	?	-10%	-4%	9%	9%
Fc1ccc(-n2cc(-c3ccccc3)c3c(N4CCOCC4)ncnc32)cc1	?	-18%	-28%	?	-3%	5%	-58%[inhibitor]	·
CC(C)(C)c1cc(C(=O)NNS(=O)(=O)c2ccccc2)n[nH]1	·	-11%	-3%	4%	-4%	·	·	·
Cc1nc2ccccc2c2nc(N)nn12	-2%	4%	-9%	4%	i	3%	3%	2%
C#CC[N+]1(CC#Cc2ccccc2)CCCC1	-4%	-1%	14%	-12%	i	1%	-4%	3%[0.0737 µM]
Cn1cc(C2=C(c3cn(CCCSC(=N)N)c4ccccc34)C(=O)NC2=O)c2ccccc21	-5%&-12%	3.2µM*	·	-6%	?	-3%	-55%[inhibitor]	·
Cc1cc2c(cc1Cl)N(C(=O)Nc1ccnc3ccccc13)CC2	-9%	?	·	-4%	-1%	0%	-1%	?
Cc1cccc(-c2n[nH]c(=S)n2/N=C/c2cccs2)c1	·	-18%	-19%	-9%	-6%	·	·	·
CCOc1ccc2[nH]c(=O)c(CN(CCc3ccccc3)C(=O)c3cnccn3)cc2c1	-9%	0%	6%	-1%	-5%	-4%	-1%	0%
Cn1c(=O)c2c(ncn2CC(=O)NC(C)(C)C)n(C)c1=O	-8%	-8%	1%	-3%	3%	-2%	-11%	5%

Some of the entries so far, with values under each structure:
Sequence of screens: ALDH1A1 inh	Tau fibril ThT	L3MBTL1 block	KDM4E inh	RECQ1 helicase	KinaseGlo FLuc	SMN2 splice up	Lamin A splicing
C#CC[N+]1(CC#Cc2ccccc2)CCCC1
    -4%	-1%	14%	-12%	i	1%	-4%	3%[0.0737 µM]
Cn1cc(C2=C(c3cn(CCCSC(=N)N)c4ccccc34)C(=O)NC2=O)c2ccccc21
    -5%&-12%	3.2µM*	·	-6%	?	-3%	-55%[inhibitor]	·

(next part)
SMILES	ALDH1A1 inh	Tau fibril ThT	L3MBTL1 block	KDM4E inh	RECQ1 helicase	KinaseGlo FLuc	SMN2 splice up	Lamin A splicing
Cc1ccc2nc3c(cc(C(N)=S)c(=N)n3CCCOC(C)C)c(=O)n2c1	?	?	3%	?	19%	0%	-4%	?
CCNc1nc(NCC)nc(OCCOC(=O)COc2ccc(Cl)cc2Cl)n1	-1%	-14%	1%	0%	7%	3%	8%	-2%
Cc1ccc(CCC(=O)Nc2ncc(Cc3cccc(Cl)c3Cl)s2)o1	?	3%	5%	-4%	-3%	·	·	?
COc1cc(C(=O)Oc2cc(C)[nH]c(=O)c2[N+](=O)[O-])cc(OC)c1OC	17%	-15%	13%	7%	-4%	-1%	6%	-3%
OC1(c2ccccc2F)CCN(Cc2nnnn2Cc2ccc(F)cc2)CC1	0%	2%	-1%	-1%	i	0%	·	20%[46 µM]
COC(=O)c1c(C(=O)OC)c(-c2ccccc2)n2c1CS(=O)C2 (configuration not stated)	-12%	-4%	·	-5%	2%	0%	-5%	-7%
CC1CCN(Cc2ccc(-c3nn[nH]n3)cc2)CC1	10%	-4%	8%	4%	0%	-6%	-8%	-7%
Cc1cc2oc(=O)cc(CN3CCOCC3)c2cc1C	1%	-9%	·	?	-2%	-7%	·	5%
O=C1OC(Nc2nc3ccccc3s2)c2ccccc21 (configuration not stated)	-9%	1%	8%	1%	-3%	-2%	-16%	7%
CCOc1cc(/C=N/N=C2/NC(=O)C(CC(=O)O)S2)ccc1OS(=O)(=O)c1ccc(C)cc1 (configuration not stated)	-11%	?	0%	6%	i	2%	-7%	?
Cn1c(NC(=O)c2ccc(Br)o2)cc(=O)n(C)c1=O	-7%	-8%	12%[11.4 µM]	-4%	-2%	-2%	19%	-6%
Cc1ccc(C(=O)NCCNc2ccc(Cl)cc2[N+](=O)[O-])o1	-3%	16µM*	-1%	0%	-11%	-7%	-7%	13%
COC(=O)C1=C(C)N(CC2CCCO2)C(=O)/C1=C\c1ccc(O)cc1 (configuration not stated)	?	?	·	-8%	i	-3%	3%	4%
COc1nc(NCCc2ccc(OC)c(OC)c2)nc(NC(C)(C)CO)n1	2%	-8%	-5%	3%	1%	0%	-7%	-7%
CCn1c(SCC(=O)Nc2nccs2)nnc1-c1ccncc1	-2%	-10%	·	-7%	-5%	1%	-6%	5%
O=C(Nc1ccc(Cl)cc1)N1CCOC12CCCCC2	-6%	-1%	10%	-15%	2%	0%	-2%	5%[46 µM]
Cc1nn(Cc2ccccc2)c(C)c1NC(=O)CSc1n[nH]c(C)c1[N+](=O)[O-]	-8%	-7%	5%	6%	-5%	4%	-20%	?
c1ccc2[nH]c(CN3CCOCC3)nc2c1	-3%	5%	·	2%	-4%	-4%	18%	-3%
COCCOC(=O)C1=C(C)Nc2ncnn2C1c1ccccc1 (configuration not stated)	-11%	-14%	-6%	1%	-10%	3%	-6%	-1%
CC12CCC(C(=O)NCc3ccccc3Cl)(C(Br)C1=O)C2(C)C (configuration not stated)	9%	-4%	29%	4%	i	2%	1%	-4%
C=CCc1cccc(CNc2ccc(Br)cc2)c1O	6%	?	28%	-1%	-16%	·	·	·
Cc1oc(-c2ccc(Cl)cc2)nc1CN1CCCC(C(=O)NCc2cccnc2)C1 (configuration not stated)	5%	-7%	-1%	-1%	-14%	-4%	-83%[inhibitor]	?
CS(=O)(=O)NCCSCc1ccco1	?	?	-26%	-1%	-4%	-2%	-4%	2%
COc1ccc(N2CCN(CC(=O)Nc3nc4c(s3)CC(C)CC4)CC2)cc1 (configuration not stated)	?	?	?	0%	-3%	-2%	-16%	?
O=c1c2ccccc2nc(SCc2cccc(F)c2)n1C1CCCC1	4%	-7%	38%[activator]	2%	-5%	-1%	-15%	-6%
Cc1ccc(NC(=O)CSc2nnc(-c3cccs3)o2)cc1S(=O)(=O)N1CCCCC1	-4%	-18%	-4%	-5%	2%	-2%	-31%[inhibitor]	?
Cc1nc2sc(C(c3cccs3)N3CCN(c4ccccc4)CC3)c(O)n2n1 (configuration not stated)	8%	-3%	-14%	0%	?	7%	-4%	0%
Cc1ccc(CSc2nnc(NC(=O)Cn3cnc4ccccc4c3=O)s2)cc1	-5%	-5%	5%	?	i	·	·	·
